# From PubChem
# Myeloid diff 2: promotes myeloid progenitor differentiation; ER-HoxA9 myeloid progenitors, lysozyme-GFP differentiation, flow cytometry; calls only at 10 µM; hit rate 1% among 360,000;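 active = normalized GFP-positive differentiation at or above the plate's own cutoff, the solvent-only control mean plus 3 SD; inconclusive = no clear call, values can overlap the other calls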;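 also: cells exposed to compound for four days before flow analysis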
# NOD1 inhibition: inhibition of NOD1-driven NF-kB reporter – cell-based, luminescence, uHTS, primary screen (AID 1578) | NOD1-driven NF-kB luciferase reporter cells, luminescence; higher % means a stronger effect | inhibition, % at 4 µM; hits with a dose series show EC50 in µM | hit rate 1% among 290,000; in the data active = inhibition mostly above about 36%, no sharp cut-off; inactive = mostly below about 34%;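 also: HEK-293T reporter cells stimulated with the NOD1 agonist gamma-tri-DAP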
# KOR beta-arrestin-1: KOR antagonists, beta-arrestin recruitment, cell-based, luminescence, uHTS (AID 1778); KOR beta-arrestin recruitment, luminescence, antagonist mode; higher % means a stronger effect; inhibition, % at 10 µM; hits with a dose series show IC50 in µM; hit rate 0.091% among 290,000; also: strong numbers were not always called active
# GPR55 activation: GPR55 agonists via beta-arrestin recruitment, primary screen, imaging, U2OS cells, beta-arrestin-GFP redistribution (AID 1961); U2OS GPR55 beta-arrestin-GFP redistribution imaging; higher % means a stronger effect; activation, % at 10 µM, or EC50 in µM where a hit was titrated; hit rate 0.048% among 290,000;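 active = activation above 40% with more than 50 cells counted in the well; inconclusive = wells holding fewer than 50 cells, flagged as toxic or sparse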;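 also: U2OS osteosarcoma cells stably expressing GPR55 and beta-arrestin-GFP; plate controls were DMSO negative control for no effect and LPI positive control for full effect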
# HIV peptide binding: inhibitors of HIV fusion peptide binding, primary screen, biochemical, uHTS, fluorescence dequenching (AID 1986); cell-free peptide binding, fluorescence dequenching, 30 min; higher % means a stronger effect; inhibition, % at 20 µM; hits with a dose series show IC50 in µM; hit rate 0.3% among 290,000; in the data active = inhibition mostly above about 52%, no sharp cut-off; inactive = mostly below about 76%; also: some results filed as inactive read as strong as hits
# GPR35 arrestin U2OS: GPR35 antagonists blocking zaprinast-driven arrestin recruitment, primary screen, imaging, U2OS, beta-arrestin-GFP, zaprinast agonist (AID 2058); hit rate 0.052% among 290,000; inhibition, % at 10 µM; hits with a dose series show IC50 in µM; U2OS GPR35 beta-arrestin-GFP translocation imaging, zaprinast antagonism; higher % means a stronger effect;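 active = inhibition of at least 50% with at least 30 cells and total cytoplasm GFP at most 10,000,000; inconclusive = under 30 cells or total GFP of 10,000,000 plus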
# NOD2 inhibition: inhibition of NOD2-driven NF-kB reporter – cell-based, luminescence, uHTS, HEK293 (AID 1566) | HEK293 NOD2/NF-kB luciferase reporter, luminescence; higher % means a stronger effect | one-dose inhibition, % at 4 µM; EC50 in µM for titrated hits | hit rate 0.63% among 290,000; also: many of its hits are not listed in these tables
# GPR55 LPI antagonism: inhibition of LPI-stimulated GPR55 beta-arrestin translocation – imaging, U2OS, beta-arrestin-GFP, LPI agonist, primary screen (AID 2013). U2OS GPR55 beta-arrestin-GFP translocation imaging, LPI antagonism; higher % means a stronger effect. one-dose inhibition, % at 10 µM; IC50 in µM for titrated hits. hit rate 0.13% among 290,000;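 active = spots per cell inhibited over 60%, with over 100 cells counted and total cytoplasm intensity under 500,000; inconclusive = wells with under 100 cells, flagged as likely toxic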;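 also: U2OS cells stably carrying GPR55 and arrestin-GFP stimulated by 5 µM LPI near EC80; imaged beta-arrestin-GFP aggregate spots per cell after agonist stimulation; plate controls were LPI-stimulated DMSO wells for no effect and DMSO wells without LPI for full effect; some results filed as inactive read as strong as hits; confirmed hits need IC50 under 10 µM and bright autofluorescent wells are also inconclusive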
# KOR beta-arrestin-2: kappa opioid receptor activators – cell-based, luminescence, uHTS, primary screen (AID 1777); activation, % at 10 µM, or EC50 in µM where a hit was titrated; hit rate 0.02% among 280,000; KOR beta-arrestin recruitment, luminescence; higher % means a stronger effect; in the data active = activation above about 50%, passing the limit was not always enough; also: a part of the inactive calls stands beside numbers as strong as those of hits
# Myeloid diff 2 GFP+ MAC1+ %: also measured in Myeloid diff 2; calls as there; GFP+ MAC1+ double positive, %; measured here: differentiation confirmed by MAC1 staining
# Starred values were filed as active, the others as inactive; i = inactive; ? = inconclusive; / = no result given; + = active, no number; [ ] = remark or other dose. Rule as the data show it, unless noted: active = inhibition above about 50%; inactive = the rest. This is a subset; the hit share may differ from the screen's.
SMILES,Myeloid diff 2,Myeloid diff 2 GFP+ MAC1+ %,NOD1 inhibition,KOR beta-arrestin-1,GPR55 activation,HIV peptide binding,GPR35 arrestin U2OS,NOD2 inhibition,GPR55 LPI antagonism,KOR beta-arrestin-2
Cc1cccc2c(C(=O)N3CCCCC3)cc(-c3ccccc3)nc12,i,0.5,-6%,-7%,-0.1%,0.0%,-7%,2%,2%,2.5%
CCCCn1c(=O)[nH]c(=O)c2c1nc(-c1ccsc1)n2Cc1ccccc1,i,0.2,7%,-12%,0.3%,1.0%,-5%,18%,-6%,1.3%
O=C(CSc1nnnn1C1CCCC1)Nc1ccc(F)cc1,i,0.8,-33%,4%,-0.1%,-2.0%,6%,13%,5%,-1.1%
O=C(N/N=C/c1ccc2c(c1)OCO2)c1ccc(Cn2cc([N+](=O)[O-])cn2)o1,i,0.6,-31%,-5%,0.3%,-1.3%,7%,-6%,28%,-2.0%
CC(C)(C)C(=O)NC1(C(F)(F)F)NC(=O)N(c2ccccc2F)C1=O (stereo unspecified),i,0.7,3%,-24%,-0.3%,1.2%,-5%,15%,-12%,3.6%
Nc1ncn(C23CC4CC(CC(C4)C2)C3)n1,i,7.0,-6%,-2%,-0.1%,6.7%,10%,4%,7%,-1.6%
COCCNC(=O)CN(C)S(=O)(=O)c1ccc(Br)cc1,i,1.0,-14%,19%,-0.1%,3.0%,7%,4%,6%,-1.9%
Cc1ccc(NC(=O)C(=O)NCCOc2ccc(Cl)cc2)c(C)c1,i,0.6,-18%,-17%,0.4%,-0.8%,6%,22%,-4%,0.5%
COc1ccccc1OCC(=O)c1[nH]c(C)c(C(C)=O)c1C,i,2.4,44%,-41%,-0.1%,11%,-10%,20%,8%,2.5%
N#CC(C(=O)Nc1cccc(Cl)c1)=C1Nc2ccccc2N1,i,0.7,-30%,-40%,0.2%,0.2%,2%,-5%,11%,1.3%
CC(C)(C)N1OC2CC1c1nc3ccccc3n1C2 (stereo unspecified),i,1.8,-8%,-5%,0.7%,-0.3%,-6%,15%,-5%,4.6%
O=C(CCCc1cccs1)Nc1ccc2c(c1)OCO2,i,0.5,-49%,-24%,0.4%,-2.0%,-13%,-83%,5%,-1.7%
CC1=CC(C)(C)N(C(=O)C(C)N2C(=O)c3ccccc3C2=O)c2c(C)cc(C)cc21 (stereo unspecified),/,/,11%,-23%,-0.1%,-2.6%,-8%,14%,-8%,-0.9%
NC(=O)COC(=O)[C@H](Cc1c[nH]c2ccccc12)NC(=O)c1ccc(F)cc1,i,0.2,-28%,-22%,0.3%,-0.7%,-5%,11%,-1%,1.3%
CC1(C)Cc2nc3sc4c(OCc5ccccc5)ncnc4c3cc2CO1,i,0.9,34%,-4%,0.6%,-2.1%,-4%,2%,24%,4.8%
CCCCOC(=O)CCn1[nH]c(=O)c2ccccc2c1=O,i,2.4,-40%,11%,-0.3%,1.1%,9%,6%,3%,-1.2%
COc1cc(OC)c(C2SCCS2)c(OC)c1,i,0.3,-26%,-14%,0.2%,2.0%,5%,-3%,3%,3.9%
Cc1ccc(S(=O)(=O)c2nc(Nc3nccs3)sc2Cl)cc1,i,1.9,50%,17%,-0.1%,0.4%,3%,44%,7%,-2.2%
CC(NC(=O)c1cc(Br)ccc1Cl)c1ccccc1 (stereo unspecified),i,0.6,3%,4%,0.9%,-0.2%,-8%,21%,1%,-2.6%
Cn1cc(CN2CCC(C(=O)N3CCCC3)CC2)c(-c2ccccc2F)n1,i,0.1,12%,10%[20 µM],-0.1%,-1.1%,16%,-12%,16%,/
CSc1nnc2n(-c3ccc(C)cc3)c(=O)c3c4c(sc3n12)COC(C(C)C)C4 (stereo unspecified),?,/,-3%,8%,-0.1%,0.8%,3%,2%,11%,-0.9%
CCCC(=O)c1c[nH]c(C(=O)NCCCN2CCOCC2)c1,i,0.6,-3%,-46%,-0.1%,-1.3%,8%,0%,10%,5.2%
C=C(C)C1CC=C(C)/C(=N/NC(=O)COc2cccc3ccccc23)C1 (stereo unspecified),i,0.8,-47%,-35%,-0.3%,2.3%,-5%,-6%,4%,-1.5%
COc1ccc(NC(=O)CSc2nc3ccccc3nc2N2CCCC2)cc1Cl,i,2.6,-8%,21%[20 µM],0.0%,0.8%,4%,4%,3%,-5.4%
Cc1cc(-c2[nH]nc3c2C(c2cccc(O)c2)C(C#N)=C(N)O3)c(C)s1 (stereo unspecified),i,2.8,7%,-12%,-0.2%,-2.6%,3%,-38%,-3%,5.7%
COc1ccccc1NC(=O)Nc1c(C)nn(C)c1C,i,0.3,-22%,6%,0.3%,0.9%,15%,5%,2%,-5.8%
Cn1nc(-c2ccccn2)nc2c(=O)n(C)c(=O)nc1-2,?,/,-8%,-83%,0.0%,2.5%,-18%,9%,46%,7.6%
CN=C(Nc1ccc(C(=O)OC)s1)c1ccc(Cl)cc1,i,0.7,2%,-24%,1.2%,0.5%,2%,3%,-21%,5.4%
Cc1cc([N+](=O)[O-])cnc1Sc1nccn1C,i,1.4,-22%,-26%,0.5%,22%,3%,4%,8%,0.7%
O=c1[nH]c(C(Cl)Cl)nc2sc3c(c12)CCN(Cc1ccccc1)C3,i,0.6,-36%,-17%,-0.1%,9.3%,13%,7%,8%,-0.6%
CC1CCC(NC(=O)C2CC(=O)N(c3ccc4c(c3)OCCO4)C2)CC1 (stereo unspecified),i,0.2,-51%,-18%,-0.1%,-1.9%,0%,4%,-11%,-1.2%
FC(F)(F)c1cnc(-c2cnc3c(-c4ccc(Cl)cc4)cnn3c2)c(Cl)c1,i,4.9,-21%,-120%,0.4%,0.2%,2%,-4%,-4%,-0.5%
O=C(c1cccnc1)N1CCc2ccccc21,i,1.4,-33%,15%,-0.1%,-1.1%,0%,-12%,6%,-7.5%
Cc1ccc2cc(C)c3nnc(SCC(=O)NCc4ccco4)n3c2c1,i,4.3,-23%,-36%,-0.1%,-1.5%,2%,-1%,12%,7.7%
CC(C)N1C(=O)C2C(c3ccccc3O)NC(C)(C(=O)O)C2C1=O (stereo unspecified),i,3.2,3%,-55%,-0.1%,-0.6%,3%,-1%,9%,-1.6%
CCOC(=O)CCc1c(C(=O)OCC)[nH]c(CC)c1C(=O)OCc1ccccc1,i,0.3,-8%,-14%,0.2%,0.9%,5%,13%,6%,6.8%

# The list goes on (7 carried over from the part before).
SMILES,Myeloid diff 2,Myeloid diff 2 GFP+ MAC1+ %,NOD1 inhibition,KOR beta-arrestin-1,GPR55 activation,HIV peptide binding,GPR35 arrestin U2OS,NOD2 inhibition,GPR55 LPI antagonism,KOR beta-arrestin-2
O=c1[nH]c(C(Cl)Cl)nc2sc3c(c12)CCN(Cc1ccccc1)C3,i,0.6,-36%,-17%,-0.1%,9.3%,13%,7%,8%,-0.6%
CC1CCC(NC(=O)C2CC(=O)N(c3ccc4c(c3)OCCO4)C2)CC1 (stereo unspecified),i,0.2,-51%,-18%,-0.1%,-1.9%,0%,4%,-11%,-1.2%
FC(F)(F)c1cnc(-c2cnc3c(-c4ccc(Cl)cc4)cnn3c2)c(Cl)c1,i,4.9,-21%,-120%,0.4%,0.2%,2%,-4%,-4%,-0.5%
O=C(c1cccnc1)N1CCc2ccccc21,i,1.4,-33%,15%,-0.1%,-1.1%,0%,-12%,6%,-7.5%
Cc1ccc2cc(C)c3nnc(SCC(=O)NCc4ccco4)n3c2c1,i,4.3,-23%,-36%,-0.1%,-1.5%,2%,-1%,12%,7.7%
CC(C)N1C(=O)C2C(c3ccccc3O)NC(C)(C(=O)O)C2C1=O (stereo unspecified),i,3.2,3%,-55%,-0.1%,-0.6%,3%,-1%,9%,-1.6%
CCOC(=O)CCc1c(C(=O)OCC)[nH]c(CC)c1C(=O)OCc1ccccc1,i,0.3,-8%,-14%,0.2%,0.9%,5%,13%,6%,6.8%
CCC1(c2ccccc2)NC(=O)N(CC#N)C1=O (stereo unspecified),i,0.9,-20%,-9%,-0.3%,-1.3%,0%,6%,10%,1.6%
Cc1cc(C)cc(NS(=O)(=O)Cc2ccccc2)c1,i,0.3,-17%,5%,0.2%,-0.6%,8%,5%,14%,-0.8%
CCOC(=O)CNC(=O)C1c2cc(OC)c(OC)cc2C(=O)N(C)C1c1ccccc1F (stereo unspecified),i,0.8,23%,-32%,-0.1%,-3.9%,-14%,17%,5%,4.0%
c1ccc2c(c1)OCC(CNc1ncnc3nc[nH]c13)O2 (stereo unspecified),i,1.4,19%,0%,0.3%,-0.6%,-4%,6%,4%,-4.2%
CCOC(=O)N1CCN(C(=O)CSCC(=O)Nc2nc(-c3ccc(Cl)s3)cs2)CC1,i,0.4,20%,-28%,0.4%,1.3%,-21%,8%,1%,23%
O=C1CCCC2=C1C(c1cccs1)n1nc(SCc3ccccc3F)nc1N2 (stereo unspecified),i,0.3,-18%,22%,-0.1%,-3.1%,3%,-2%,3%,-5.9%
Cc1ccc(NC(=O)OCCNC(=O)OC(C)C)cc1,i,0.5,-6%,-18%,-0.5%,-2.6%,-2%,-17%,1%,-3.5%
COc1ccc(N(CCC#N)S(=O)(=O)c2ccc(Cl)cc2)cc1,+,6.2*,6%,18%,-0.1%,0.0%,-1%,3%,4%,7.3%
COc1cc(CNC(=O)CCC(=O)N2C[C@H]3C[C@H](C2)c2cccc(=O)n2C3)cc(OC)c1OC,i,1.5,-13%,4%[20 µM],0.5%,2.3%,-2%,4%,10%,0.7%

# Compound profiles, as listed above. Values in the order: Myeloid diff 2, Myeloid diff 2 GFP+ MAC1+ %, NOD1 inhibition, KOR beta-arrestin-1, GPR55 activation, HIV peptide binding, GPR35 arrestin U2OS, NOD2 inhibition, GPR55 LPI antagonism, KOR beta-arrestin-2
# Results for `Cn1cc(CN2CCC(C(=O)N3CCCC3)CC2)c(-c2ccccc2F)n1` = i, 0.1, 12%, 10%[20 µM], -0.1%, -1.1%, 16%, -12%, 16%, /
# Results for `Cc1ccc2cc(C)c3nnc(SCC(=O)NCc4ccco4)n3c2c1` = i, 4.3, -23%, -36%, -0.1%, -1.5%, 2%, -1%, 12%, 7.7%
